Compound activity (PubChem)
M. tuberculosis HTS: M. tuberculosis growth inhibition, HTS (AID 449762). M. tuberculosis H37Rv growth inhibition, 7H9 media; higher % means a stronger effect. inhibition, % at 25 µM; hits with a dose series show IC50 in µM. hit rate 0.59% among 330,000; in the data active = a potency from the dose series; inconclusive = inhibition above about 70% without an active follow-up result;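 also: bacterial growth assessed after seven days of incubation; strong numbers were not always called active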
PhoP GFP inhibition: PhoP regulon inhibitors, Salmonella typhi PhoP promoter GFP reporter, confirmatory (AID 1850); Salmonella Typhi PhoP-promoter GFP reporter, fluorescence, 4 h; higher % means a stronger effect; inhibition, % at 50 µM, or IC50 in µM where a hit was titrated; hit rate 0.33% among 310,000; in the data active = a potency from the dose series; inconclusive = inhibition mostly from about 25% at the one dose, without a potency; inactive = the rest, 99 in 100 with inhibition below about 19%;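 also: 0% = induced wells with vehicle and 100% = uninduced wells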
inhibitors of VEEV: inhibitors of VEEV TC-83 cytopathic effect, confirmation, Vero cells (AID 588727) | one-dose inhibition, % at 20 µM; IC50 in µM for titrated hits | Vero cells, VEEV TC-83 cytopathic effect inhibition; higher % means a stronger effect | hit rate 0.13% among 350,000; in the data active = a potency from the dose series; inconclusive = inhibition mostly from about 14% at the one dose, without a potency; inactive = the rest, 99 in 100 with inhibition below about 12%; also: strong numbers were not always called active
M. tuberculosis: growth inhibition of non-replicating M. tuberculosis (AID 488890); Mycobacterium tuberculosis non-replicating, growth inhibition; higher % means a stronger effect; inhibition, % at 25 µM; hits with a dose series show IC50 in µM; hit rate 0.39% among 320,000; in the data active = a potency from the dose series; inconclusive = inhibition mostly from about 82% at the one dose, without a potency; inactive = the rest, 99 in 100 with inhibition below about 76%;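 also: plate controls were DMSO cells for no effect and high antibiotic wells for full effect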
H1N1 NS1A inhibition: H1N1 influenza NS1A inhibitors, functional cell based assay (AID 504329) | inhibition, % at 12.5 µM, or IC50 in µM where a hit was titrated | NS1A functional cell-based assay, percent inhibition; higher % means a stronger effect | hit rate 0.3% among 340,000; in the data active = a potency from the dose series; inconclusive = inhibition above about 27% without an active follow-up result; also: strong numbers were not always called active
inhibitors of VEEV 10K pilot screen: recorded beside inhibitors of VEEV, whose call it bears; inhibition, %; measured here: 10K pilot screen inhibition
Starred values were filed as active, the others as inactive; i = inactive; ? = inconclusive; . = not tested or not shown.

SMILES	M. tuberculosis HTS	PhoP GFP inhibition	inhibitors of VEEV	M. tuberculosis	H1N1 NS1A inhibition	others
O=C1NCCCC1C(=O)Nc1ccccn1 (stereo not drawn)	-5%	6%	0.7%	-14%	0%
CC(=O)N/C(=C/c1ccc2c(c1)OCO2)C(=O)NCc1ccccc1	-5%	5%	1.1%	0%	7%
CSCCC(NC(=O)c1ccccc1Br)C(=O)NNC(=O)c1ccncc1 (stereo not drawn)	61%	.	i	60%	-2%
CCNC(=S)NCc1ccc(F)cc1	-8%	5%	i	-17%	-12%
CNC(=O)CSc1nnc(COc2ccc([N+](=O)[O-])cc2)n1C	-2%	3%	1.0%	0%	0%
Brc1cc(/C=N/n2cnnc2)oc1Br	-7%	-1%	1.5%	28%	4%
Cc1ccc(NC(=O)CSCC(=O)N2c3ccccc3CCc3ccccc32)cc1	-4%	-1%	1.2%	23%	-2%
CCCc1cc(C(=O)Cc2ccc(C(=O)OCC)o2)c(O)cc1O	4%	-8%	3.6%	4%	4%	inhibitors of VEEV 10K pilot screen=3.1
COc1ccc(S(=O)(=O)N(C)C[C@H]2Oc3c(NC(=O)Nc4ccc5c(c4)OCO5)cccc3C(=O)N([C@H](C)CO)C[C@@H]2C)cc1	1%	.	6.7%	31%	-48%
CC1CC(OCC(O)CN2CCOCC2)CC(C)(C)C1 (stereo not drawn)	-8%	-6%	i	-14%	16%	inhibitors of VEEV 10K pilot screen=0.2

Continued, overlapping the part above by 2 compounds.
SMILES	M. tuberculosis HTS	PhoP GFP inhibition	inhibitors of VEEV	M. tuberculosis	H1N1 NS1A inhibition	others
COc1ccc(S(=O)(=O)N(C)C[C@H]2Oc3c(NC(=O)Nc4ccc5c(c4)OCO5)cccc3C(=O)N([C@H](C)CO)C[C@@H]2C)cc1	1%	.	6.7%	31%	-48%
CC1CC(OCC(O)CN2CCOCC2)CC(C)(C)C1 (stereo not drawn)	-8%	-6%	i	-14%	16%	inhibitors of VEEV 10K pilot screen=0.2
C#CCNC(=O)C1=C[C@H](c2ccc(Br)cc2)C[C@H](OCc2ccc(CO)cc2)O1	5%	6%	0.4%	20%	-4%
CC1CCCCN1S(=O)(=O)c1ccc([N+](=O)[O-])cc1 (stereo not drawn)	3%	-1%	i	.	-1%
COCCn1nnnc1CN1CCC(C)CC1	-3%	6%	i	-7%	2%
COCCn1c(SCc2ccc(C)cc2)nc2c1c(=O)[nH]c(=O)n2C	-11%	1%	3.0%	-3%	.
CCN(CC)CCSc1nc(O)c(Cc2ccccc2)c(=O)n1-c1ccccc1	1%	5%	i	5%	-6%
Cc1cccc(C)c1NCC(=O)N1CCN(Cc2ccccc2)CC1	-9%	-4%	2.5%	-8%	-19%
Cc1ccc(Cl)cc1N1CCN(S(=O)(=O)c2c(C)[nH]c(C)c2C(=O)N2CCCCC2)CC1	7%	-7%	2.0%	29%	-11%
COc1cc(C(=O)N(Cc2cccc(Cl)c2)C2CCS(=O)(=O)C2)cc(OC)c1OC (stereo not drawn)	-2%	-3%	i	-1%	-1%
COc1cc2cc(C(=O)O)[nH]c2c(OC)c1OC	0%	-4%	0.1%	8%	-13%
COc1cc2[nH]c(C(=O)N3CCN(C)CC3)cc2c(OC)c1OC	0%	-8%	1.5%	-6%	-9%
CC(=O)N1CCN(C(=O)CNC(=O)c2cccs2)CC1	-8%	.	1.8%	-8%	-5%
COc1ccc(N2C(=O)CC(Sc3n[nH]c(-c4ccccc4)n3)C2=O)cc1 (stereo not drawn)	-1%	3%	i	14%	1%
CCc1nc(SC)[nH]c(=O)c1C	-10%	2%	2.3%	-3%	3%
O=C(Nc1ccc(Cl)cc1C(=O)c1ccccc1)c1ccccc1	7%	-4%	1.5%	10%	2%
CN(C)CCc1c[nH]c2ccc(Cn3cncn3)cc12	-1%	-7%	.	-20%	.
Cc1cc(F)ccc1NC(=O)C1CCN(S(=O)(=O)c2ccc3c(c2)CCCC(=O)N3)CC1	4%	5%	1.5%	8%	-3%
CCN(CC)c1ccc(/C=N/n2c(=S)[nH]nc(C)c2=O)cc1	-8%	-5%	3.6%	0%	-10%
CC(=O)OCC1=C(C(=O)O)N2C(=O)C(NC(=O)COc3ccc(F)cc3)C2SC1 (stereo not drawn)	.	.	i	.	0%
COc1ccc(CCNC(=O)CCC(=O)N2CC(C)Oc3ccccc32)cc1OC (stereo not drawn)	1%	1%	0.1%	-9%	1%
COc1ccccc1N1CCN(C(=O)CSc2nc(C)cc(=O)[nH]2)CC1	9%	-2%	i	5%	5%	inhibitors of VEEV 10K pilot screen=0.9
Cc1ccc(S(=O)(=O)Nc2ccccc2N(C)S(=O)(=O)c2ccc(C)cc2)cc1	-11%	12%	i	17%	5%
CCn1cc(C(=O)NC2CCCCC2)c(=O)c2cc(S(=O)(=O)N(C)C)ccc21	-4%	2%	0.4%	-18%	-2%
CC(C)C(NC(=O)c1ccco1)C(=O)NC1CCCCCC1 (stereo not drawn)	-11%	-6%	0.6%	-13%	-1%
CCOC(=O)N1CCC(N2C(=O)c3ccccc3C2Nc2c(C)cccc2C)CC1 (stereo not drawn)	0%	3%	0.1%	26%	6%
Cc1cc(C)cc(NC(=O)C(=O)NCCCN2CCOCC2)c1	-3%	-7%	2.3%	30%	3%
CCc1ccccc1NS(=O)(=O)c1ccc2c(c1)NC(=O)CC(=O)N2	-9%	3%	0.7%	-8%	-6%
CN(Cc1cccc(Cl)c1)C(=O)C1CCN(C(=O)Nc2ccccc2)CC1	-4%	6%	8.1%	11%	-10%
CCN1C(=O)c2cccc3c(S(=O)(=O)NCc4ccco4)ccc1c23	-2%	-14%	1.6%	12%	4%
O=S(=O)(NC1=NCCCCC1)c1ccc(Cl)cc1	4%	-3%	0.7%	8%	0%
O=C(Nc1ccccc1C(=O)Nc1ccccc1C(=O)O)c1ccccc1	7%	-12%	?	?	-7%
CCCCNC(=O)CCC(=O)N1CCN(C(c2ccccc2)c2ccccc2)CC1	0%	2%	0.3%	15%	26%
O=C(COC(=O)C1CC1)Nc1ccc2[nH]c(=O)[nH]c2c1	-1%	3%	3.6%	5%	-1%
CC(=O)c1c(COC(=O)c2ccccc2)nc2ccccc2[n+]1[O-]	8%	-10%	0.6%	22%	-3%
CC(C)Sc1nc2c(c(=O)[nH]c(=O)n2C)n1CC(O)COc1ccccc1 (stereo not drawn)	-4%	7%	8.4%	10%	3%
CCC(c1nnnn1Cc1ccc2c(c1)OCO2)N1CCN(c2ccc(OC)cc2)CC1 (stereo not drawn)	61%	-6%	1.8%	36%	3%	inhibitors of VEEV 10K pilot screen=3.0
O=C(Nc1nc(-c2ccccn2)cs1)C1COc2ccccc2O1 (stereo not drawn)	?	4%	39%	?	11µM*
Cc1ncc([N+](=O)[O-])n1CCOC(=O)c1ccccc1	-4%	2%	i	8%	-1%
O=C(CSc1nc2ccccc2c(=O)n1CCCN1CCOCC1)Nc1cccc(S(=O)(=O)N2CCCCCC2)c1	4%	-2%	5.7%	52%	10%
O=C(NC(=S)N1CCN(C2CCCCC2)CC1)c1ccccc1	-4%	-1%	0.2%	62%	2%
Clc1ccc2oc(-c3ccccn3)nc2c1	-5%	-2%	1.3%	4%	-3%
CN1CCN(C(=O)c2cc(COc3ccc(F)cc3Cl)on2)CC1c1ccccc1 (stereo not drawn)	2%	-10%	2.8%	5%	0%
COC(=O)CN1C(=O)N/C(=C/c2cc(Cl)c(OC)c(OC)c2)C1=O	2%	3%	1.8%	4%	0%
O=c1[nH]c(-c2ccc(F)cc2)nc2c1sc(=S)n2-c1ccccc1	-1%	-9%	6.7%	44%	-2%
O=C(Nc1cccnc1)c1ccc(Oc2ccccc2)cc1	1%	5%	3.8%	47%	2%
CC(C)c1ccc(-c2nnn(Cc3nc4ccccc4s3)n2)cc1	-3%	20%	1.0%	-3%	-6%	inhibitors of VEEV 10K pilot screen=2.1
COCCOC(=O)c1c(C)oc2cc(Br)c(OCC(N)=O)cc12	-2%	-1%	1.1%	6%	9%
O=C(NNC(=O)c1ccc2ccccc2c1)c1ccc(Cl)c(Cl)c1	.	.	1.4%	.	-1%
Cc1nc2ccccc2c2c1C(=O)N(C(C)C)C2=O	-10%	-19%	0.1%	-7%	-2%
COc1cc(CNCCc2c[nH]c3ccccc23)ccc1OCc1ccc(F)cc1	?	51µM*	i	i	-4%
CN(C)C(=O)Nc1cccc(OC(=O)N(C)C)c1	-2%	6%	4.9%	-3%	1%
Later entries.
SMILES	M. tuberculosis HTS	PhoP GFP inhibition	inhibitors of VEEV	M. tuberculosis	H1N1 NS1A inhibition	others
CN1C(=O)CC(N2CCN(CC(N)=O)CC2)C1=O (stereo not drawn)	-4%	-3%	5.9%	39%	1%
O=C(Nc1ccon1)Nc1cccc(Cl)c1Cl	-8%	-12%	6.0%	36%	-9%
O=C(COC(=O)c1ccc([N+](=O)[O-])o1)NCc1ccccc1	?	.	0.0%	50%	2%
CC(=NCCc1ccccc1)c1c(O)[nH]c(=O)[nH]c1=O	-4%	2%	1.2%	1%	-4%
COc1cc(/C=N/Nc2ncc(C(F)(F)F)cc2Cl)cc(OC)c1O	5%	-4%	5.1%	-20%	-2%
Cc1c(NCc2nc3ccccc3[nH]2)c(=O)n(-c2ccccc2)n1C	-12%	20%	2.0%	9%	-3%
COC(=O)c1ccc(CNCC(O)COc2ccc(-c3ccccc3)cc2)cc1 (stereo not drawn)	12%	11%	2.5%	43%	5%
Cc1ccc(NC(=O)c2c([N+](=O)[O-])cnn2C)cc1C	2%	2%	0.1%	5%	19%
COCc1nnc(NC(=O)CSc2ccc(C)cc2)s1	-3%	-2%	0.9%	26%	-6%
COc1ccc(OC)c(CN2CCN(C(=O)c3ccco3)CC2)c1	-1%	-1%	i	12%	-27%

An excerpt from above in order of molar mass, lowest first.
SMILES	M. tuberculosis HTS	PhoP GFP inhibition	inhibitors of VEEV	M. tuberculosis	H1N1 NS1A inhibition	others
COCc1nnc(NC(=O)CSc2ccc(C)cc2)s1	-3%	-2%	0.9%	26%	-6%
COc1ccc(OC)c(CN2CCN(C(=O)c3ccco3)CC2)c1	-1%	-1%	i	12%	-27%
COc1cc(/C=N/Nc2ncc(C(F)(F)F)cc2Cl)cc(OC)c1O	5%	-4%	5.1%	-20%	-2%

Later entries:
SMILES	M. tuberculosis HTS	PhoP GFP inhibition	inhibitors of VEEV	M. tuberculosis	H1N1 NS1A inhibition	others
O=C(NC1CCCCNC1=O)c1ccco1 (stereo not drawn)	3%	2%	i	1%	-14%
CCCCN(C(=O)C1CC(=O)N(c2ccc(OC)cc2OC)C1)c1c(N)n(CC(C)C)c(=O)[nH]c1=O (stereo not drawn)	-24%	-8%	1.2%	-8%	-5%
COc1ccc(CNC(=O)Cn2nnc(-c3ccc(NC(=O)C4CCCCC4)cc3)n2)cc1	4%	-5%	0.8%	-15%	-8%
CCNC(=O)/C=C1\NC(C)(C)Cc2c1ccc1ccccc21	-8%	0%	i	13%	6%
CNC(=S)N1CCN=C1Nc1nc(C)cc(C)n1	15%	-4%	0.2%	1%	-7%
N/C(Cc1cccc2ccccc12)=N\O	0%	0%	1.3%	-27%	-16%
CCOC(=O)c1sc(C)c2c(=O)n(CC)nnc12	-8%	-10%	0.2%	35%	0%
CCOC(=O)c1oc2ccc(/C=N/O)c(Cl)c2c1C	-1%	-2%	1.3%	36%	1%
CC(C)Cc1nnc(NC(=O)c2cc3c(s2)CCC3)s1	11%	14%	1.2%	0%	-7%
CS(=O)(=O)Nc1ccc(C(=O)N2CCN(c3ccccc3F)CC2)cc1	-12%	-1%	i	2%	2%
CSc1nc(-c2ccc(F)cc2)cc(=O)[nH]1	6%	0%	2.0%	4%	-7%
NS(=O)(=O)c1ccc(CCNCc2cc(Br)ccc2OCc2ccccc2F)cc1	46%	3%	i	18%	6%
CCCCNC(=S)NNC(=O)c1c(C)nc2ccccn12	4%	3%	0.2%	-7%	6%
Cc1ccc(S(=O)(=O)NCCC(=O)NCCCSc2ccccc2)cc1	6%	.	i	18%	3%
Cc1cc(Oc2ccccc2)nc(OCC#N)n1	-12%	-8%	1.0%	-14%	14%
N#Cc1c(N)nc(N)nc1Nc1ccc(Br)cc1	-2%	-7%	1.7%	7%	-16%
O=C(O)CCc1ccc(-c2ccc(Br)cc2)n1-c1cccc(O)c1	-1%	-2%	0.7%	24%	21%
COc1ccc(C(c2c(O)nc(SC)n(C)c2=O)c2c(O)nc(SC)n(C)c2=O)cc1O	-2%	-20%	i	9%	-7%
O=[N+]([O-])c1cc(Br)c2nsnc2c1N1CCOCC1	15%	-6%	i	60%	27µM*
CCCCCn1c(N(C)Cc2ccccc2)nc2c1c(=O)[nH]c(=O)n2C	-4%	0%	5.4%	.	1%
COc1ccccc1C(=O)NCCC(=O)N1CCN(S(=O)(=O)c2cccc(Cl)c2)CC1	1%	.	3.1%	-4%	-7%
CC1CN=C(NCc2ccncc2)S1 (stereo not drawn)	1%	3%	2.1%	-3%	-6%
